# Runt-SMMHC FRET – Runt domain-CBFb-SMMHC interaction inhibition. Q01196+Q13951. Cerulean-Runt/Venus-CBFb-SMMHC FRET ratio 530/480, 1 h. inhibition, % at 20 µM. hit rate 0.74% among 220,000. AID 1434;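 active = mean inhibition across duplicate retests at 20 µM reaching about 50%, limit read from the data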;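 note: 0% = DMSO wells and 100% = wells with excess untagged CBFb-SMMHC; inhibitors lower the FRET ratio by blocking Runt binding to CBFb-SMMHC; some results filed as inactive read as strong as hits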
# CHOP inh – inhibitors of CHOP induction in ER stress response. AID 2732. CHO-K1 CHOP-promoter luciferase, tunicamycin-induced, 15-18 h. inhibition, % at 10 µM. hit rate 3.8% among 220,000;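 active = compounds that reduced the stress-induced luciferase reporter signal by more than about 70% of percent inhibition, limit read from the data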;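 note: 0% = tunicamycin plus vehicle and 100% = wells without tunicamycin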
# EBV gp42 block – EBV gp42 inhibition | Fluorescence polarization binding assay, mP read-out | inhibition, % (tested at 21.74 µM) | hit rate 0.42% among 220,000; in the data active = inhibition above about 50%
# TRPN1 ag – activates the zebrafish TRPN1 channel; hit rate 0.18% among 220,000; HEK293 zebrafish TRPN1-YFP, Fluo-8 calcium fluorescence; 100% = response to 87 µM carbachol; activation, % at 3 µM;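 active = activation above its plate's cutoff, the mean activation of test wells on that plate plus 3 SD, cut at about 19% in these data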;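 note: 0% = DMSO alone and 100% = 87 µM carbachol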
#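 Assay system: Zebrafish TRPN1-YFP in HEK293 cells | Incubation: Dye loading 1 h at 37 °C, then 30 min room temperature | Measured by: Kinetic Fluo-8 fluorescence, ex 470-495, em 515-575 nm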
# TNF death inh – blocks TNF-alpha induced death of Jurkat FADD-/- cells; activation (protection from cell death), % at 10 µM; AID 463075; Jurkat FADD-/- TNF necroptosis rescue, ATP luminescence, 24 h; 0 = TNF only, 100 = no-TNF cells; hit rate 0.068% among 220,000;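 active = activation, meaning protection from cell death, of at least 50% relative to plate controls; inactive = activation below 50%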;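 note: necroptosis triggered by 40 ng/mL TNF-alpha added together with compound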
# PPC-1+TRAIL kill – compounds killing PPC-1 cancer cells with TRAIL present (potentiator screen, no TRAIL-free arm) | AID 1443 | hit rate 0.41% among 220,000 | cell killing (% activity), % at 4 µM | PPC-1 cells + TRAIL, ATPLite viability luminescence;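 active = cell killing above 50% in the first pass at 4 µM, then a duplicate retest at 5 µM averaging 50% or more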;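 note: plate controls were cells with TRAIL plus DMSO for no effect and medium-only wells lacking cells for full effect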
# TRPML3 agonist – human mucolipin-3 channel agonism | Q8TDD5 | HEK293 TRPML3-YFP, Fluo-8 calcium fluorescence; 100% = the carbachol control signal | activation, % at 3 µM | hit rate 0.29% among 220,000 | AID 1448;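 active = activation above its plate's cutoff, the mean activation of the plate's test wells plus 3 SD, cut at about 12% in these data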;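 note: 0% = DMSO only wells and 100% = carbachol wells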
#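 Material: HEK293 cells stably carrying human TRPML3-YFP; compound dosing: single dose, 3 µM final nominal compound, 0.3% DMSO final; incubation: 1-h 37 °C dye load, 5-s basal, 120-s post-compound reads; technique: Fluo-8 intracellular calcium fluorescence, excitation 470-495 nm, emission 515-575 nm; read-out basis: percent activation from peak-to-basal fluorescence ratio, scaled between DMSO and carbachol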
# Mdm2 ligase inh – blocks human Mdm2 ubiquitin ligase activity; Q00987; cell-based MDM2 ubiquitination luciferase reporter, 2 h; 0 = plate control, 100 = twice control, blank-subtracted; signal enhancement, % at 5 µM; hit rate 0.11% among 210,000; AID 1230;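 active = signal enhancement of 30% or more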;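 note: luminescence tracks abundance of the self-degrading MDM2-luciferase fusion protein; higher signal means inhibition of MDM2 E3 ligase activity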
# Target sequence (Q00987 whole entry, looked up, the tested form may be a part): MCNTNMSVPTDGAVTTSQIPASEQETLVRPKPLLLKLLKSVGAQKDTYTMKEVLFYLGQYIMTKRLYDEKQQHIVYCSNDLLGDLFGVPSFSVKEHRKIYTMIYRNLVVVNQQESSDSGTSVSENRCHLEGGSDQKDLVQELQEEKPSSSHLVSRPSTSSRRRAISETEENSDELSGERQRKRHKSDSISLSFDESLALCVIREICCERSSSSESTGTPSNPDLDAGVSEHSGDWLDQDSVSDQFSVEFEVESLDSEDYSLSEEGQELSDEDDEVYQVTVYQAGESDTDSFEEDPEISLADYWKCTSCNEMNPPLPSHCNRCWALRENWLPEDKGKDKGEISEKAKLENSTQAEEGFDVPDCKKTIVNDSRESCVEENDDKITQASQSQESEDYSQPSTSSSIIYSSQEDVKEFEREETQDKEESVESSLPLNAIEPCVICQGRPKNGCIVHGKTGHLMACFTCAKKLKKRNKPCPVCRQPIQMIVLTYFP
#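 Buffer or medium: Cells held in DMEM | Assay system: Stable mammalian line carrying autodegrading MDM2–luciferase fusion reporter | Quantity: 2000 cells/well | Times: 4 h settle plus 2 h compound, 37 °C | Doses: One concentration, 5 µM, with 0.2% DMSO | Technique: Luminescence with SteadyLite reagent, 15 min at room temperature | Benchmarks: Plate controls and plate blanks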
# NCF1 inh – blocks human p47phox regulatory protein of NADPH oxidases | hit rate 0.53% among 220,000 | p47phox/p22phox peptide binding, fluorescence polarization, 2 h | AID 1274 | P14598 | inhibition, % at 24.7 µM;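 active = inhibition above about 30%, limit read from the data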;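 note: 0% = p47phox with labelled peptide and 100% = labelled peptide alone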
# Target sequence (P14598 whole entry, looked up): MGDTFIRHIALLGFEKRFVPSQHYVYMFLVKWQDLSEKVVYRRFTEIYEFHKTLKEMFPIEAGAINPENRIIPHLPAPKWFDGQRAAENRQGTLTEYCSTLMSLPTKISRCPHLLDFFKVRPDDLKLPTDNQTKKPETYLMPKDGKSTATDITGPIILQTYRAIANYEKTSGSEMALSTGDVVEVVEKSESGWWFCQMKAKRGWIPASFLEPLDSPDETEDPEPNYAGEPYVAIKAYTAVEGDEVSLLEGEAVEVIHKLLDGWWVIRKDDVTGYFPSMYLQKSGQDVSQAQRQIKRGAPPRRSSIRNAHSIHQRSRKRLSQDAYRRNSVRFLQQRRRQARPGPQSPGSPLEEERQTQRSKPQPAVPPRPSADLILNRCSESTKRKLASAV
# An asterisk follows results filed as active; . = not tested or not shown.
SMILES,Runt-SMMHC FRET,CHOP inh,EBV gp42 block,TRPN1 ag,TNF death inh,PPC-1+TRAIL kill,TRPML3 agonist,Mdm2 ligase inh,NCF1 inh
Cc1cc(NC(=O)c2sccc2C)n(-c2cccc(Cl)c2)n1,2,51,-11,-1.2,-6.0,6,-0.1,-2,-1
O=C(/C=C/c1ccco1)Nc1ccc(S(=O)(=O)N2CCOCC2)cc1,-4,12,-3,-0.3,1.5,9,0.4,-3,-10
Cc1ccc2cc(CCNC(=O)C(C)C)c(=O)[nH]c2c1C,-1,25,-13,1.2,-0.7,27,0.7,-12,-11
COc1ccc(CCNC(=O)C2CC(=O)N(CCc3ccccc3)C2)cc1OC (configuration not stated),-2,6,-12,1.5,-0.1,-7,0.8,-16,-3
Cc1ccc(/C([O-])=C(/C(=S)NCc2ccco2)[n+]2ccccc2)cc1[N+](=O)[O-],-2,13,-5,-0.1,0.6,10,-0.7,-9,4
CCn1c(=O)n(CC(=O)Nc2cc(OC)c(OC)c(OC)c2)c(=O)c2ccccc21,3,25,-11,1.5,1.4,1,0.3,37*,3
CC(C)C(=O)NC(=S)Nc1ccccc1C(F)(F)F,2,33,8,-0.2,-1.5,0,-0.5,-17,-5
CC12CCC(C1)C(C)(C)C2OC(=O)c1ccccc1C(=O)O (configuration not stated),-1,-1,-16,0.5,4.1,7,0.8,-13,-5
CCOC(=O)c1[nH]c2ccc(OC)cc2c1NC(=O)c1nonc1C,0,42,-8,-0.7,-5.5,10,0.6,-12,3
Cc1cc2c(cc(C(=O)OCC(=O)NCc3ccco3)n2C)s1,-6,-11,-5,-1.9,-6.0,13,-0.3,6,-5
CC(Sc1nnc(NCc2ccccc2)s1)C(=O)Nc1ccc2c(c1)C(=O)c1ccccc1C2=O (configuration not stated),-4,30,-14,-2.0,80*,26,-0.6,-6,-24
CNC(=O)NC(=O)CSc1nnc(-c2ccco2)n1Cc1ccccc1,2,3,-8,0.0,-1.4,0,1.1,-4,-7
COCC(C)n1c(SCC(=O)NNC(=O)c2ccccc2)nc2ccccc2c1=O (configuration not stated),2,3,-11,0.9,2.3,17,0.3,-7,-2
O=C(O)C1C2CCC(C2)C1C(=O)NCCC1=CCCCC1 (configuration not stated),4,-12,-8,-1.2,0.6,36,0.3,-29,-8
Nc1nc(CN2CCCCC2)cs1,1,36,-3,0.8,-1.1,19,0.2,1,11
CN(Cc1cccnc1)Cc1cn(C)nc1-c1ccc(Oc2ccccc2)cc1,-3,13,-5,0.2,-1.0,15,0.1,-11,-8
Cc1ccccc1Cn1nc(C)c(NC(=O)/C=C/c2cnn(C)c2C)c1C,2,8,-14,-0.3,-1.4,5,-0.3,4,-14
O=C(CSc1nnnn1-c1ccccc1)c1ccco1,1,-25,-3,-1.5,2.5,-1,0.5,11,-5
OCC#Cc1cnc2ccccc2c1,0,20,-11,0.9,-0.8,5,0.4,-9,-12
COc1cc(-c2nnc(CSc3nnc4nc(C)cc(C)n34)o2)cc(OC)c1OC,1,9,-12,1.4,-0.9,8,0.1,-7,-7
COc1ccc(CCNC(=O)CN(c2ccccc2OC)S(C)(=O)=O)cc1OC,2,23,-20,0.1,-3.1,24,0.2,8,-7
CC1CCN(S(=O)(=O)N2CCC(C(=O)NCc3cccnc3)CC2)CC1,-1,-7,1,2.5,2.6,4,0.5,.,0
CC(C)C[C@H](N)c1nnc(SCc2ccc(Cl)cc2)o1,-5,4,-7,-2.9,25,28,-0.1,-8,-8
CCOc1ccccc1NC(=O)Cn1c(=O)n(CCC(=O)NC2CCCC2)c(=O)c2ccccc21,2,11,-2,0.8,1.2,-6,0.9,-6,-17
O=C(CCn1cnc2ncccc2c1=O)N1CCN(c2cccc(Cl)c2)CC1,0,13,-5,-0.1,-1.9,19,0.2,-6,-3

# Continued; the last 5 above are carried over.
SMILES,Runt-SMMHC FRET,CHOP inh,EBV gp42 block,TRPN1 ag,TNF death inh,PPC-1+TRAIL kill,TRPML3 agonist,Mdm2 ligase inh,NCF1 inh
COc1ccc(CCNC(=O)CN(c2ccccc2OC)S(C)(=O)=O)cc1OC,2,23,-20,0.1,-3.1,24,0.2,8,-7
CC1CCN(S(=O)(=O)N2CCC(C(=O)NCc3cccnc3)CC2)CC1,-1,-7,1,2.5,2.6,4,0.5,.,0
CC(C)C[C@H](N)c1nnc(SCc2ccc(Cl)cc2)o1,-5,4,-7,-2.9,25,28,-0.1,-8,-8
CCOc1ccccc1NC(=O)Cn1c(=O)n(CCC(=O)NC2CCCC2)c(=O)c2ccccc21,2,11,-2,0.8,1.2,-6,0.9,-6,-17
O=C(CCn1cnc2ncccc2c1=O)N1CCN(c2cccc(Cl)c2)CC1,0,13,-5,-0.1,-1.9,19,0.2,-6,-3
CSc1c(-c2ccccn2)c(N)nn1C(=O)C1CC1,-1,12,-3,-0.5,0.0,9,1.2,-5,-10
Cc1ccc(N2CCN(C(=O)c3ccccc3Br)CC2)c(C)c1,2,87*,-7,0.3,-1.5,6,0.7,-27,-3
Cc1ccc(Nc2nc(N)nc(CN3CCN(Cc4ccc5c(c4)OCO5)CC3)n2)c(C)c1,1,38,1,-0.5,-3.0,18,0.7,-5,-5
O=S1(=O)[C@H]2C[C@@H]3CC[C@]2(CN1Cc1cccc(F)c1)O3,0,26,-11,.,0.7,21,.,8,-2
Cc1cc(Cl)cc(C)c1OCCCCn1ccnc1,4,44,-18,3.0,1.3,9,-0.2,-7,-1
CCN(CC)c1ccc(NS(=O)(=O)c2ccc(OC)cc2)cc1,13,29,-3,0.7,-0.2,-9,-0.4,-1,-7
CC(C)(C)c1ccc(C(=O)Nc2ccc(CC(=O)O)cc2)o1,2,98*,7,2.6,0.7,39,1.2,-18,-6
COC(=O)CNC(=O)COC(=O)c1ccc(Cl)nc1,1,-7,3,-0.1,0.1,7,-0.1,11,-6
COc1ccc(CNCc2cn(-c3cccc(F)c3)nc2-c2ccc(C)o2)cc1,2,-7,-6,-1.1,1.5,20,-1.1,-5,-26
Cc1nc2c(sc3nc4c(cc32)COC(C)(C)C4)c(=O)n1CC(=O)NCc1ccco1,.,.,-5,0.8,-10,.,0.8,-9,1
Cc1ccc(C2(C(F)(F)F)NC(=O)N3N=C4CCCCCN4C3=C2C#N)cc1 (configuration not stated),3,-15,-6,-0.2,-0.9,-5,0.4,-13,-6
O=C(CN(c1cccc(C(F)(F)F)c1)S(=O)(=O)c1ccccc1)N1CCOCC1,3,10,-15,0.6,-0.3,11,0.7,8,-7
COc1cc(N2C(=O)NC3CC2(C)Oc2ccccc23)cc(OC)c1OC (configuration not stated),-1,12,-3,0.2,-3.2,4,0.2,-1,12
O=C(C1CCC(CNc2c(N3CCCCC3)c(=O)c2=O)CC1)N1CCc2ccccc2C1 (configuration not stated),-6,-15,-11,0.3,-1.2,23,0.1,-6,-10
COc1ccc(N(C(=O)Cn2nnc3ccccc32)C(C(=O)NC(C)(C)C)c2ccc(OC)c(O)c2)cc1 (configuration not stated),-3,11,-9,0.4,0.1,1,-0.3,2,-3
CCNC(=O)Cn1c(=O)c2c(ncn2Cc2ccccc2)n(Cc2ccccc2)c1=O,2,18,-12,-0.9,-2.8,4,0.8,1,-6
O=C(COc1ccc(F)cc1)N1CCC(c2ccccc2)C1 (configuration not stated),1,7,2,1.1,0.2,8,-0.6,4,6
CC(C)CCN1CCN(Cc2ccsc2)CC1CCO (configuration not stated),-1,0,-9,0.4,-0.6,16,0.7,-3,-6
Cn1/c(=N/N=C/c2ccc(Cl)c([N+](=O)[O-])c2)sc2ccccc21,-15,45,-14,-0.7,-2.5,20,0.1,4,-4
Cc1csc(NC(=O)C2C3C=CC(O3)C2C(=O)O)n1 (configuration not stated),6,19,-13,0.9,-1.1,5,0.4,3,-11
CCCc1cc(=O)oc2cc3occ(C)c3cc12,1,39,-18,-2.2,0.1,-1,-0.8,0,-13
CCOc1ccc(CCNC(=O)COC(=O)c2cccnc2OCC)cc1OCC,0,20,8,-0.1,-0.2,30,-0.5,9,4
CCOCCCN(C(=O)Cn1nnc(-c2ccc(C)o2)n1)C(C(=O)NCC1CCCO1)c1ccc(F)cc1 (configuration not stated),1,21,3,1.2,-0.6,11,0.1,.,-4
Cc1sc2ncn(CC(=O)NCC3COc4ccccc4O3)c(=O)c2c1S(=O)(=O)N1CCOCC1 (configuration not stated),0,12,-6,-2.2,0.5,0,0.3,-6,5
O=C(NCc1ccccn1)c1n[nH]c2ccccc12,4,-2,-17,0.9,0.4,6,0.1,-3,-13
# Next section
SMILES,Runt-SMMHC FRET,CHOP inh,EBV gp42 block,TRPN1 ag,TNF death inh,PPC-1+TRAIL kill,TRPML3 agonist,Mdm2 ligase inh,NCF1 inh
c1coc(CNc2ncnc3c2oc2ccccc23)c1,1,27,-22,2.9,-3.9,8,-0.1,-10,-12
O=S(=O)(Cc1ccccc1)N1CCCCC1,-8,-13,7,-0.6,0.1,-2,0.2,2,2
O=C(CC1Nc2ccccc2NC1=O)NCCCN1CCCCCC1 (configuration not stated),1,16,-12,1.6,0.2,8,0.2,-6,15
Cc1nc2ccccc2cc1OCc1ccc(Cl)cc1,3,83*,-18,3.5,-17,10,2.7,-14,-25
Cc1cccc(Nc2nc(N)nc(CN3CCC(C(N)=O)CC3)n2)c1C,1,20,-6,0.2,-1.7,16,0.1,7,-13
CCOc1ccc(/C=N/NC(=O)c2ccccc2NC(=O)c2ccc(OC)cc2)cc1,108,32,-5,1.3,-0.3,36,0.1,-37,-12
C/C(=N\NC(N)=S)c1ccccc1,-4,0,-15,1.4,-4.6,3,0.4,5,-1
COC(=O)c1c(-c2ccc(F)cc2)csc1NC(=O)C1CCCO1 (configuration not stated),-6,24,4,0.4,0.8,11,-0.3,10,-1
COC(=O)c1sccc1NC(=S)Nc1cc(OC)ccc1OC,1,-6,-5,0.3,-1.7,19,0.2,1,-14
COc1ccc(/C=N/NC(=O)c2cc(O)c(O)c(O)c2)cc1Cn1cc([N+](=O)[O-])cn1,49,-3,34,0.1,-2.0,15,-0.5,4,-7
COc1ccc2cc(CN(CC3CCCO3)S(=O)(=O)c3ccc(C(C)=O)cc3)c(=O)[nH]c2c1 (configuration not stated),1,13,7,0.3,-0.3,15,0.3,-8,-5
Cc1cccc(C(=O)Nc2cc(C)ccc2NC(=O)COc2ccccc2)c1,2,27,-26,-0.8,-6.8,20,-0.9,0,-10
Cc1cc(O)c2/c(=N\N)c(-c3csc(C)n3)coc2c1,11,3,-20,0.5,0.0,-1,0.1,.,-10
Fc1ccc(C(Nc2ccccn2)c2c[nH]c3ccccc23)cc1 (configuration not stated),86,-49,4,2.0,4.1,18,1.9,-8,3

# Assay outcomes from PubChem BioAssay.
